Source: PubChem (National Center for Advancing Translational Sciences (NCATS))
p53null 39C tox: p53 null cell cytotoxicity, nonpermissive temperature; 0.97% of 55,000 active; Potency, µM (top dose mostly 46.1 µM), for the others: at the highest dose activity, negative = cell killing, actives largely listed as cytotoxic; H1299 p53-null (neo) cells, 39C, ATPlite viability, 24 h;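 also: potency is read from the fitted curve at half-maximal effect; 0% = DMSO only and -100% = full killing by 100 µM tamoxifen; nearly all actives have a fitted effect of over 50% in size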
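Cells seeded at 600/well, 37C overnight. Compound added (up to 46 uM), plates shifted to 39C for 24 hr. ATPlite added, luminescence read after 20 min at room temperature.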
GALK inhibitor: inhibits human galactokinase; 44,000 tested, under 10 active; Potency, µM (series often up to 57.5 µM), without a hit: top-dose activity, negative = inhibition, usual class: inhibitors; recombinant GALK, Kinase-Glo ATP luminescence, 1 h; P51570; AID 1347072;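 also: plate controls were full GALK reaction for no effect and reaction lacking GALK for full effect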
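5 nM GALK with 35 µM ATP and 100 µM galactose in HEPES pH 8.0, MgCl2, NaCl, DTT, BSA; 1 h RT reaction, remaining ATP detected by Kinase-Glo Plus luminescence after 10 min; qHTS concentration series.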
NTMT1 inh: NTMT1 methyltransferase inhibition | NTMT1 MTase-Glo SAH luminescence, purified enzyme | Potency, µM (highest dose often 114 µM), without a hit: at the highest dose activity change, negative = inhibition, actives largely listed as inhibitors | 2.5% of 59,000 active;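 also: potency is read from the fitted curve at half-maximal effect; plate controls were DMSO vehicle for no effect and no enzyme for full effect; nearly all actives have a fitted effect of over 65% in size; many of its hits are not listed in these tables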
Target sequence (Q9BV86 whole entry, looked up): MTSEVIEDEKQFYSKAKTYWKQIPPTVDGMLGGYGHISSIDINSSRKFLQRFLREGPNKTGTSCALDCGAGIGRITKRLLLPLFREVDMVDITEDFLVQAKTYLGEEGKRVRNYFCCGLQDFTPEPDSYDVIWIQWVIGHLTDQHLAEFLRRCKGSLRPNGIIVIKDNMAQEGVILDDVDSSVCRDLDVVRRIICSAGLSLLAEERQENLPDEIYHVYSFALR
FH mod: Identification of activators of human fumarate hydratase by quantitative high-throughput screening; Fumarate hydratase, mitochondrial (Homo sapiens), P07954; AID 1347055, 2019; Potency, µM (highest dose often 79.9 µM), inactives show at the top dose activity change, negative = inhibition, usual class: inhibitors; 0.22% of 54,000 active; FH coupled MDH/diaphorase resazurin fluorescence, 15 min; also: potency is read from the fitted curve at half-maximal effect; % is scaled to controls: 0 for no effect and ±100 for the full control effect; the screen sought activators but most active calls are inhibition curves; nearly all actives have a fitted effect of over 45% in size
Target sequence (P07954 whole entry, looked up): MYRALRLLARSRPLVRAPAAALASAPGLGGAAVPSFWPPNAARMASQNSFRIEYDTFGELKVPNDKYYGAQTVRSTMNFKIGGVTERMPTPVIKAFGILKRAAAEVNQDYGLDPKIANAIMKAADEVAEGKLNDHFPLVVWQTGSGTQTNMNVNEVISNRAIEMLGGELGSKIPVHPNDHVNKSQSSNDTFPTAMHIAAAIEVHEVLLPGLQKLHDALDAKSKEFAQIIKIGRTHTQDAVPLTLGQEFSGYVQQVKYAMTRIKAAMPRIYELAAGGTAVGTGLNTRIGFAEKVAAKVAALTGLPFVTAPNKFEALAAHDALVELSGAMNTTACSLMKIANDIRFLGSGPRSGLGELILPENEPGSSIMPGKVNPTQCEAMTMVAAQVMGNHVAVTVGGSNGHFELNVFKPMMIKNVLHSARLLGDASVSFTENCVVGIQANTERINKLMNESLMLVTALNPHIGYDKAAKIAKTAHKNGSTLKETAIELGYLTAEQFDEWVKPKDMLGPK
p53null 32C kill: p53 null cell cytotoxicity, permissive temperature; H1299-neo p53 null cells, ATP luminescence, 24 h, 32C; Potency, µM (series often up to 46.1 µM), for the others: top-dose activity change, negative = cytotoxicity, actives largely listed as cytotoxic; 0.62% of 55,000 active; AID 903;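 also: potency is read from the fitted curve at half-maximal effect; 0% = DMSO only and -100% = full killing by 100 µM tamoxifen; nearly all actives have a fitted effect of over 55% in size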
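ATP-content luminescence in p53-null H1299-neo cells after 24 h compound exposure (up to 46 uM) at 32C permissive temperature; 0% and 100% killing set by DMSO and 100 uM tamoxifen; Hill-equation AC50.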
B2AR arrestin ag: ADRB2 beta-arrestin recruitment | Potency, µM (highest dose often 46.1 µM), for the others: at the top dose activation, usual class: activators | P07550 | 44,000 tested, under 10 active | HTLA Tango cells, beta-arrestin recruitment, luciferase luminescence, 18 h;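 also: potency is read from the fitted curve at half-maximal effect; 0% = DMSO and full agonism = EC100 isoproterenol or metaproterenol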
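Ligand-induced beta-arrestin recruitment to recombinant beta2-AR is measured via a tTA-driven luciferase reporter in Tango cells after 18 hr compound exposure at 37 degrees C. Concentrations span up to 46 microM.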
TSG101-PTAP inh: blocks PTAP binding to human TSG101, validation; Potency, µM (doses to about 115 µM), for the others: top-dose activity change, negative = inhibition, hits mostly inhibitors; AID 1347069; Q99816; Fluorescence polarization, FITC-PTAP peptide/Tsg101, 20 min; 44,000 tested, under 10 active; also: potency is read from the fitted curve at half-maximal effect; 0% is about no effect
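Fluorescence polarization binding of Tsg101 binding domain (10 uM final) to FITC-labeled PTAP-motif peptide (50 nM final) in HEPES pH 7.5/NaCl/Tween 20/EDTA/TCEP buffer; 20 min at r.t. Actives by curve class, <25 µM, efficacy <60% inhibition.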
* marks the source's active call; other numbers are inactive results; u = inconclusive; x = no result given; [ ] = dose if it differs, or a comment. Calls follow the shape of the dose curve; as a rule, active = well fitted curve in the direction sought with a large enough effect; inconclusive = small, poorly fitted or top-dose-only effect, or another doubt; inactive = no such curve, though single readings can be large; an effect the other way counts as inactive or inconclusive. These rows are one share of the data; rates above refer to the full screens.

SMILES	p53null 39C tox	GALK inhibitor	NTMT1 inh	FH mod	p53null 32C kill	B2AR arrestin ag	TSG101-PTAP inh
Cc1ccc(-c2ccc(=O)n(CC(=O)NCCc3ccc(Cl)cc3)n2)cc1	3%	3%	1%	-15%	10%	2%	0%
O=C(NCCN1CCN(c2cccc(Cl)c2)CC1)C1COc2ccccc2C1 (centres undefined)	u	-1%	u	-9%	-10%	0%	4%
CCN(CC)c1nn2c(=O)c(C(=O)NCCc3ccccc3)cnc2s1	9%	0%	-11%	-4%	1%	-1%	0%
COc1ccc(S(=O)(=O)NCC(c2ccc(N(C)C)cc2)N2CCc3ccccc32)cc1OC (centres undefined)	11%	-3%	-7%	-18%	-4%	0%	4%
O=C(CSc1nnc(-c2ccc(F)cc2)o1)N1CCCc2ccccc21	-2%	-7%	-2%	-1%	-13%	1%	-1%
Cc1ccc(N(CC(=O)NCCc2ccccc2C)S(=O)(=O)N(C)C)cc1	-10%	-3%	4%	1%	30%[activator]	0%	-1%
O=C(CN1N=C(c2ccc(Cl)cc2)CCC1=O)NCCc1ccccc1	16%	-5%	2%	-17%	-4%	0%	-4%
CCc1cccc(NC(=O)Cc2nc(-c3ccc(OC)cc3)no2)c1	u	3%	-4%	-7%	-1%	0%	1%
CC1CCCN(c2csc3ccccc3c2=O)C1 (centres undefined)	u	4%	u	-14%	u	0%	0%
Cc1cccc(-n2c(=O)c3ccccc3n(Cc3ccc(F)cc3)c2=O)c1	4%	-7%	-1%	-17%	0%	1%	-8%
Cn1c(=O)c2c(ncn2CC(=O)Nc2cc(Cl)cc(Cl)c2)n(C)c1=O	-5%	-3%	0%	-5%	-6%	0%	2%
COc1ccc(Cl)cc1C(=O)NCC(c1ccc(N(C)C)cc1)N1CCCC1 (centres undefined)	1%	4%	-5%	-18%	-9%	0%	-1%
O=C(CSc1n[nH]c(-c2ccccc2)n1)N1CCN(c2ccc(F)cc2)CC1	-2%	4%	10%	3%	-3%	0%	-5%
O=C(COc1ccccc1)Nc1sc2c(c1C(=O)Nc1ccccc1Cl)CCCCC2	-3%	-2%	18%	-5%	1%	1%	0%
CC(C)(C)c1ccc(C(=O)Nc2ccc(-c3nc4ccccc4o3)c(O)c2)cc1	5%	-5%	18%	6%	4%	1%	-5%

Three of the compounds above, field by field.
COc1ccc(Cl)cc1C(=O)NCC(c1ccc(N(C)C)cc1)N1CCCC1 (centres undefined)
  p53null 39C tox: 1%
  GALK inhibitor: 4%
  NTMT1 inh: -5%
  FH mod: -18%
  p53null 32C kill: -9%
  B2AR arrestin ag: 0%
  TSG101-PTAP inh: -1%

O=C(CSc1n[nH]c(-c2ccccc2)n1)N1CCN(c2ccc(F)cc2)CC1
  p53null 39C tox: -2%
  GALK inhibitor: 4%
  NTMT1 inh: 10%
  FH mod: 3%
  p53null 32C kill: -3%
  B2AR arrestin ag: 0%
  TSG101-PTAP inh: -5%

O=C(COc1ccccc1)Nc1sc2c(c1C(=O)Nc1ccccc1Cl)CCCCC2
  p53null 39C tox: -3%
  GALK inhibitor: -2%
  NTMT1 inh: 18%
  FH mod: -5%
  p53null 32C kill: 1%
  B2AR arrestin ag: 1%
  TSG101-PTAP inh: 0%

New compounds follow
SMILES	p53null 39C tox	GALK inhibitor	NTMT1 inh	FH mod	p53null 32C kill	B2AR arrestin ag	TSG101-PTAP inh
CC1CCC(NC(=O)c2cc3c(Cl)nc4ccccc4c3s2)CC1 (centres undefined)	-17%	0%	1%	-3%	1%	1%	0%
COc1ccc(N(CC(=O)NCCc2cccc(C)c2)S(=O)(=O)c2c(C)noc2C)cc1	-17%	-2%	-3%	-9%	17%	1%	-3%
CCC1CCCCN1C(=O)Cn1c(=O)n(CCCCCC(=O)NCc2ccc(F)cc2)c(=O)c2sccc21 (centres undefined)	-7%	6%	-8%	-11%	1%	1%	0%
COc1cccc(CCNc2ncnc3c2nnn3C)c1	u	1%	-3%	12%	-5%	-4%	-1%
COc1ccccc1Cc1nc2ccccc2nc1SCC(=O)N1CCc2ccccc21	4%	-10%	18%	-19%	-4%	0%	-12%
CC(C)Nc1cc(N2CCN(C3CCCCC3)CC2)c2noc3c2c1C(=O)c1ccccc1-3	8%	1%	-11%	3%	-3%	1%	8%
Cc1ccc(N2CCN(S(=O)(=O)c3nnc(NC(=O)c4cccc(F)c4)s3)CC2)cc1	-5%	4%	4%	-19%	7%	0%	0%
CCOCCCn1c(SCC(=O)Nc2ccccc2Cl)nc2c(oc3ccccc32)c1=O	-23%	0%	-2%	-4%	1%	0%	-3%
Clc1ccc(-c2cc3ncc4c(n3n2)-c2ccccc2OC4)cc1	x	-1%	2%	2%	x	1%	-17%
O=c1[nH]c(SCc2ccc(Br)cc2)nc2c1CCCC2	-2%	-12%	u	-1%	10%	-3%	0%
O=C(NCc1ccccc1Cl)c1ccc(CSCc2ccccc2Cl)o1	16%	3%	2%	-21%	32%[activator]	1%	1%
Cc1nc2cc(-c3cccc(F)c3)nn2c(C)c1CCC(=O)N1CCN(c2ccc(F)cc2)CC1	-25%	9%	-10%	u	0%	1%	-5%
Cc1ccccc1Nc1c(-c2ccccc2O)nc2sccn12	-8%	8%	23%	-17%	-10%	-2%	-3%
CCOC(=O)c1cc(-c2ccccc2)n(CCC(=O)NCCc2cccc(C)c2)c1C	12%	2%	4%	-20%	-5%	1%	0%
COc1ccc(CNC(=O)c2ccc3c(c2)N(Cc2cc(C)ccc2C)C(=O)CS3)cc1	-10%	1%	-5%	5%	-7%	0%	-1%
CCN(c1ccccc1)S(=O)(=O)c1nnc(NC(=O)C(C)Oc2ccccc2)s1 (centres undefined)	-8%	0%	11%	-12%	-1%	0%	0%
COC(=O)c1c(Oc2ccc(Br)cc2)nnc(-c2ccccc2)c1-c1ccccc1	15%	4%	-4%	-35%	10%	-2%	-1%
CCOc1ccc(-c2cc3c(=O)n(CC(=O)Nc4cc(F)ccc4C)ccn3n2)cc1	u	0%	0%	3%	-5%	0%	-2%
Cc1ccc(NC(=O)Cn2cnc3sc(C(=O)O)c(C)c3c2=O)cc1Cl	-16%	-21%	12%	-8%	2%	0%	-9%
Cc1cc(C)c2c(n1)nn1c(C)c(CCC(=O)NCc3ccc(Cl)cc3)c(C)nc21	11%	-1%	-5%	-10%	3%	-2%	1%
CCCOc1ccc(C2C(=O)N(C3CCCCCC3)CC(=O)N2Cc2ccc(OC)cc2)cc1OC (centres undefined)	0%	1%	x	x	-2%	0%	-3%
CCOC(=O)c1c(C)oc2nc(C)nc(N3CCN(c4ccccc4)CC3)c12	-23%	1%	-17%	-6%	4%	0%	1%
Cc1nc2sccn2c(=O)c1S(=O)(=O)Nc1ccc(N2CCOCC2)cc1	u	4%	-5%	-29%	-4%	0%	0%
COc1ccc(CNC(=O)Cc2coc3ccc(C)cc23)cc1	-2%	0%	8%	-3%	-3%	0%	-5%
CCOc1ccccc1NC(=O)Cn1c(=O)n(C(C)C)c(=O)c2oc3ccccc3c21	5%	5%	17%	6%	-6%	0%	4%
CN1CCSc2ccc(C(=O)NCc3ccccc3F)cc21	u	3%	-3%	-11%	-6%	0%	0%
COc1cccc(C(=O)N2c3nc(-c4ccco4)nn3C3(CCCCC3)[C@@H]3CCCC[C@@H]32)c1	3%	2%	u	-27%	6%	-4%	7%
Cc1ccc(CNC(=O)CCc2cn(Cc3ccc(C)cc3)c3ccccc23)cc1	-11%	-8%	4%	-4%	-7%	1%	2%
CC(=O)c1cccc(-n2c(=O)c3c4c(sc3n(Cc3ccccc3Cl)c2=O)CN(C(C)=O)CC4)c1	-12%	6%	6%	-3%	-2%	0%	1%
COc1cccc(CNC(=O)c2ccc3c(c2)N(C)C(=O)C2CCCCN32)c1 (centres undefined)	-13%	-1%	-3%	-8%	-3%	1%	0%
CC(=O)Nc1ccc(-c2nnc3n(Cc4ccc(C)cc4)c(=O)c4ccccc4n23)cc1	-17%	4%	2%	-16%	-3%	-3%	-6%
CCC(=O)Nc1ccc(CC)cc1-c1nc2ccccc2n(CC(=O)c2ccc(OC)cc2)c1=O	13%	u	-12%	2%	-3%	-1%	-1%
CCOC(=O)CNC(=O)c1cc2c(=O)n3cccc(C)c3nc2s1	-14%	6%	u	-14%	0%	0%	-1%
Nc1c(C(=O)NCc2ccc(Cl)cc2)sc2nc(-c3ccc(F)cc3)ccc12	2%	4%	11%	-18%	17%	1%	-2%
COc1cccc(-c2n[nH]c3c2C(c2cccc(O)c2)N(C)C3=O)c1 (centres undefined)	-15%	-4%	u	-11%	11%	-2%	-9%
CCc1nnc(NC(=O)CSc2nc3c([nH]c4ccccc43)c(=O)n2-c2ccc(F)cc2)s1	15%	-6%	3%	-3%	-2%	-1%	2%
CCOc1ccc(-c2cc3c(=O)n(CC(=O)NCc4ccc(F)cc4)ccn3n2)cc1	-3%	1%	-15%	4%	-14%	-1%	-1%
CCCN(C(=O)COc1cc(=O)n(CC)c2ccccc12)c1ccc(C(C)C)cc1	u	-2%	13%	u	116%[activator]	0%	-3%
Cc1ccc(CNC(=O)c2cc(C3CC3)nc3c2c(C)nn3-c2cccc(Cl)c2C)cc1	-6%	-1%	-1%	-4%	-7%	1%	-3%
Cc1oc2ccc(O)c(CN3CCCC3)c2c1C(=O)Nc1cccc(Cl)c1C	-14%	-2%	x	x	0%	0%	0%
CCc1nn(CCCC(=O)N2CCN(c3ccc(OC)cc3)CC2)c(=O)c2cc3occc3n12	-15%	-14%	-18%	-1%	-6%	-4%	0%
COc1ccc(OC)c(Nc2sc(C(=O)c3ccccc3)c(N)c2S(=O)(=O)c2ccccc2)c1	11%	-14%	20%	-8%	5%	-1%	-4%
Cc1ccc(NC(=O)COc2ccc3oc4c(c3c2)CCCC4)cc1C	12%	4%	-15%	10%	-5%	-2%	0%
Cc1ccc(-n2cnc3cc(C(=O)NCc4ccc(F)cc4)ccc32)c(C)c1	2%	0%	5%	u	12%	1%	-1%
Cc1cc2c(cc1NS(=O)(=O)c1ccc(F)cc1)n(C)c(=O)c(=O)n2C	14%	2%	-29%	-3%	u	-1%	2%
CCc1nn(CC(=O)N(C)Cc2ccccc2)c(=O)c2cc3sccc3n12	-19%	-4%	-17%	u	-9%	0%	-15%
CC(=O)c1ccc(NC(=O)c2cccc(NC(=O)N3CCSc4ncccc43)c2)cc1	u	0%	-2%	15%	u	0%	0%
CC(C)(C)C1CCc2c(sc3nc(-c4cc5cc(Cl)ccc5oc4=O)[nH]c(=O)c23)C1 (centres undefined)	-8%	2%	7%	1%	0%	4%	-6%
CCSC1=NC2(CCN(C(=O)NC3CCCCC3)CC2)N=C1c1ccc(C)c(C)c1	34%	-2%	u	-29%	10%	1%	-2%
Cc1ccc(-c2nc3ccccc3o2)cc1NC(=O)Cc1ccc(Cl)cc1	-8%	2%	-3%	-6%	2%	0%	1%
O=C(Nc1ccccc1)N(Cc1c[nH]c2ccccc12)C1CCCCCC1	-4%	0%	u	-10%	-4%	1%	2%
